hgDAF-12 ag: activates the H. glycines DAF-12 receptor ligand-binding domain; HEK293 GAL4-hgDAF12 UAS-luciferase reporter, agonist luminescence; normalized to butyrate control; activation, % at 6.8 µM; 1.8% of 370,000 active;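 active = activation above a cutoff set at the mean of all screened compounds plus 3 SD, cut at about 10% in these data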;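 also: 0% = DMSO wells and 100% = sodium butyrate wells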
ssDAF12 agonist: activates DAF-12 receptor from parasite S. stercoralis. activation, % at 6.8 µM. HEK293 ssDAF-12/GRIP1 lit1-tk-luc reporter, luminescence; % of 3 µM dafachronic acid response. 1% of 370,000 active;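 active = activation above the mean over all tested compounds plus 3 SD, cut at about 0.9% in these data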;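 also: 0% = DMSO-only wells and 100% = 3 µM delta7-dafachronic acid wells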
GC-A act: GC-A (human) enzyme activation. HEK293 GC-A cells, cGMP TR-FRET, EC30 ANP; 0% at EC30 ANP, 100% saturating ANP. activation, % at 10 µM. 0.14% of 370,000 active; in the data active = activation above about 40%
sPLA2-III inh: Inhibits HGIII-sPLA2 liposome hydrolysis, primary screen. QFRET BODIPY PC-A2 liposome hydrolysis, fluorescence. inhibition, % at 12.2 µM. 0.56% of 370,000 active. AID 743126;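 active = inhibition above mean plus 3 SD of compounds lying within the high and low control bounds, cut at about 19% in these data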;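 also: 0% = median of test compound wells and 100% = no enzyme DMSO wells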
hcDAF-12 act: activators of H. contortus DAF-12 nuclear receptor. activation, % at 6.8 µM. HEK293 hcDAF-12 lit1-tk-luc reporter, luminescence; 0% DMSO, 100% Δ7-dafachronic acid. AID 652067. 1.4% of 370,000 active;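 active = activation above the mean of all tested compounds plus 3 SD, cut at about 5.5% in these data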;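 also: 100% = response to 3 µM Δ7-dafachronic acid high control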
proKLK7 act: activators of human kallikrein-7 zymogen. P49862. purified proKLK7, EDANS-DABCYL substrate fluorescence; 100% is mature enzyme control, 0% vehicle. activation, % at 7 µM. 0.9% of 370,000 active. AID 652039;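 active = activation above the mean of all tested compounds plus 3 SD, computed per campaign excluding outliers beyond control limits, cut at about 13% in these data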
DAX1 inh-1: DAX1 (NR0B1) inhibition, primary screen; inhibition, % at 6.8 µM; AID 652010; 1.1% of 370,000 active; HEK293T StAR-luciferase reporter, SF-1/DAX-1 repression relief;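 active = inhibition above the mean over all tested compounds plus 3 SD, cut at about 3.6% in these data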;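 also: 0% = DAX-1 cells with DMSO and 100% = cells lacking DAX-1 with DMSO; higher inhibition means more luminescence from relief of DAX-1 repression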
NPR2 activator: GC-B (human) receptor activation. P20594. HEK293-GC-B cells, CNP EC30, cGMP TR-FRET; 0% at EC30 CNP, 100% saturating CNP. activation, % at 10 µM. 0.11% of 370,000 active;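 active = activation at 10 µM reaching about 35% in either raw or pattern-adjusted values, limit read from the data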
Target sequence (P20594 whole entry, looked up): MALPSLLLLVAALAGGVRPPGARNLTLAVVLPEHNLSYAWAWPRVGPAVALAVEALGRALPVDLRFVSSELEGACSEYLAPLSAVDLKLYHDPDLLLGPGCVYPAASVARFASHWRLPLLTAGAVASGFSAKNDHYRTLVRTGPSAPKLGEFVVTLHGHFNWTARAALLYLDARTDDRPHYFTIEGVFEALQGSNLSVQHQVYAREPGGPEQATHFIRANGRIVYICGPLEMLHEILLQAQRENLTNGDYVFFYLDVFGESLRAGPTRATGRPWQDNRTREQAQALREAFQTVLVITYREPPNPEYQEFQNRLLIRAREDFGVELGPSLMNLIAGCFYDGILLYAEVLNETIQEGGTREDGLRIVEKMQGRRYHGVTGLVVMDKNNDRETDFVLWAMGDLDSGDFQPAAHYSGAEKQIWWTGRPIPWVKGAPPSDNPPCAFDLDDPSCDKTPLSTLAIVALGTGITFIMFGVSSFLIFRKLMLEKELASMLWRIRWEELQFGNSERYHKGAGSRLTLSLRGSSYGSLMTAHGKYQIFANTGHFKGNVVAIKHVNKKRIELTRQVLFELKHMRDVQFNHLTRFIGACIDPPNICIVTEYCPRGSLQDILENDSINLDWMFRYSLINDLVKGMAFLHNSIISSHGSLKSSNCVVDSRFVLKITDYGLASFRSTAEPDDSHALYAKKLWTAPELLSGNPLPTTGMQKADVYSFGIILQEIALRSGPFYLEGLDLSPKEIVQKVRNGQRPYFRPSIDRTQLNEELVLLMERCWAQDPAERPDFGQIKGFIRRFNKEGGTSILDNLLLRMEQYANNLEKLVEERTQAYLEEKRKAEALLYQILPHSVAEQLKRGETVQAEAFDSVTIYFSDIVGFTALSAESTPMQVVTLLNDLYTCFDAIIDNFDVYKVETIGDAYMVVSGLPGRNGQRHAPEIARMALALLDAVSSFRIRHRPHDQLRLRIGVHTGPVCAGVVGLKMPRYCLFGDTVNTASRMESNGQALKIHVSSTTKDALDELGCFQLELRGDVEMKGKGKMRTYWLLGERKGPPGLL
GAA850 FXN act: increases GAA850 frataxin promoter reporter activity | activation, % at 6 µM | HEK293 lucGAA850 FXN promoter luciferase reporter, 24 h; percent of 10 µM SAHA response | 0.56% of 360,000 active;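 active = activation above the average of all compounds screened plus 3 SD, cutoff fixed separately per campaign, cut at about 7.5% in these data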;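 also: 0% = DMSO wells and 100% = 10 µM SAHA wells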
DAX1 inh-2: NR0B1 (DAX1) inhibition; HEK293 Gal4-DAX1 luciferase reporter, luminescence; inhibition, % at 6.75 µM; 0.99% of 340,000 active; AID 504766;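 active = inhibition above the mean over all tested compounds plus 3 SD, cut at about 4.2% in these data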;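 also: 0% = DAX1-transfected cells with DMSO and 100% = empty-vector control cells with DMSO; inhibition shows as a rise in luminescence from relieved DAX1 repression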
SMARCA2 activ: increases SMARCA2 function in MMTV reporter cells; AID 652017; MG213 cells, MMTV-luciferase reporter, dexamethasone, overnight; 1% of 370,000 active; activation, % at 9.1 µM; in the data active = activation above about 7.8%;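 also: 0% = vehicle wells and 100% = reference activator wells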
Starred values were filed as active, the others as inactive; . = not tested or not shown.

SMILES	hgDAF-12 ag	ssDAF12 agonist	GC-A act	sPLA2-III inh	hcDAF-12 act	proKLK7 act	DAX1 inh-1	NPR2 activator	GAA850 FXN act	DAX1 inh-2	SMARCA2 activ
COc1ccc(C(=O)CC(SCC(NC(C)=O)C(=O)O)c2ccc(Cl)cc2)cc1OC (stereo unspecified)	-1.1	-1.8	0	-11	-3.1	0.5	-0.6	1	3.6	-0.2	0
Cc1ccc(C)c(N=Nc2nc3ccccc3n2C)c1	8.2	1.2*	-8	6	12*	-0.3	0.5	-5	-1.5	2.5	-1
CCN(CC)CCN(C(=O)c1ccc(Br)s1)c1nc2cc3c(cc2s1)OCCO3	5.4	-2.1	-13	7	0.5	0.0	1.1	-6	0.3	3.4	-2
CCN1CCCC1CNC(=O)c1cc2c(OC)cccc2[nH]1 (stereo unspecified)	0.0	-1.0	-1	5	1.8	5.3	0.0	2	2.4	1.7	-2
CCCOC(=O)CSc1nnc(-c2ccc(Cl)cc2Cl)o1	1.5	-0.9	63*	2	-1.3	0.3	0.1	-4	0.4	0.0	-7
CCN(CC)C(=O)C1=C(C)N(CCC2=CCCCC2)C(=O)C(CC(=O)NCc2cccc3ccccc23)C1 (stereo unspecified)	-1.9	-1.8	-4	-10	-2.0	0.1	-1.1	2	-3.9	0.6	-4
CC(=O)N1C[C@H]2CON(C)[C@H]2C[C@H]1c1ccccc1Br	-0.8	1.1*	3	-5	-1.7	-0.1	-0.9	4	0.0	0.0	-2
COc1ccc(Cc2c(O)nc(SC)n(C(C)=O)c2=O)cc1	-2.4	-1.2	-4	0	-1.8	0.0	0.1	1	-1.5	-0.4	-1
CCOC(=O)N1CCN(C(=O)c2ccc(SC)cc2OC)CC1	-1.2	-1.8	-2	8	-0.1	-0.6	0.6	-2	-3.0	0.1	-4
O=C(NC1CCN(C(=O)Nc2cccc(Cl)c2)CC1)C1CCCCC1	-0.8	-0.7	-1	0	2.7	-0.5	0.2	3	1.2	2.7	2
Cn1nc(C(C)(C)C)cc1C(=O)NNC(=O)c1cccc(Cl)c1	-2.4	-2.0	5	-10	-0.9	0.2	-1.1	3	-0.9	-1.7	-6
CCc1ccc(C(=O)Cc2cc3cccc(OC)c3oc2=O)cc1	3.3	-1.1	3	-50	0.7	1.1	0.1	-1	4.0	1.5	2
CC(C)(C)c1ccc(OCCn2ccccc2=O)cc1	16*	-0.1	.	-1	6.2*	0.2	2.9	.	8.5*	1.2	3
COc1cc(NC(=S)NCCc2ccc(S(N)(=O)=O)cc2)c(OC)cc1Cl	-1.2	-1.8	-3	-1	0.0	0.2	0.6	1	-1.7	-2.1	-1
COc1ccccc1NS(=O)(=O)c1cc(N=N/C(C(=O)Nc2ccc(Cl)cc2)=C(/C)O)ccc1C	-0.4	-0.6	0	5	0.3	-0.7	0.8	1	0.1	0.6	-1
CCOC(=O)c1cc(C)n(CCCN2CCOCC2)c1C	0.6	-0.8	-1	2	-1.2	0.8	0.0	1	1.2	0.4	1
CCN1C(=O)/C(=C\N(C)C)c2ccccc21	-0.9	-0.9	-4	-4	0.4	-0.2	0.3	-4	2.0	0.1	-1
O=c1c2ccccc2nc2c3ccccc3cnn12	9.8	-0.6	4	4	4.1	2.3	2.6	-1	5.4	2.7	5
CC(=O)Nc1ccc(-c2ccnc3c2CC(C)(C(=O)Nc2cccc(C(C)=O)c2)O3)cc1 (stereo unspecified)	-1.6	-1.6	-2	-5	-2.4	-0.1	-2.1	-6	-3.1	.	-2
CCCC(=O)Nc1nc2ccc(NC(=O)c3ccc(Br)o3)cc2s1	-1.9	-1.3	-4	-17	-1.6	-0.1	-1.4	0	5.5	-1.9	3
CC(C)(C)OC(=O)N1CCN(C(=O)c2nc[nH]c2C(=O)N2CCN(c3ccccc3)CC2)CC1	-0.7	-1.4	2	-9	-0.4	-0.1	0.1	4	2.8	0.5	1
CCc1c(Nc2ccccc2C)nc(N)[nH]c1=O	-3.5	-1.2	6	8	0.7	-0.6	0.3	2	2.0	1.4	-4
O=C(NCCN1CCCC(O)C1)c1cc(COc2c(F)cccc2F)on1 (stereo unspecified)	-0.1	-0.9	3	1	0.7	0.1	-0.3	1	3.1	0.1	4
O=C(c1ccccc1)c1cccn1CC(=O)N1CCN(C2CCCCC2)CC1	-2.0	-1.2	0	-3	-1.4	0.1	-0.2	6	0.2	1.9	7
COc1ccc(NC(=O)C2Cc3c(-c4cccc(F)c4)ccnc3O2)cn1 (stereo unspecified)	0.3	-1.1	2	-3	-3.7	-0.3	-1.1	7	-0.6	.	1
NS(=O)(=O)c1ccc(NC(=O)CCC(=O)N2CCOCC2)cc1	-0.7	-0.3	4	-2	1.7	-0.1	-0.2	-2	-0.1	2.8	2
CC(=O)c1c(C)nc2sc3c(=N)n(N)cnc3c2c1-c1ccc(Cl)cc1	-0.7	-1.5	5	30*	-2.3	-0.7	-0.1	-7	0.9	0.3	-4
O=C(CCl)Nc1ccccc1C(=O)NCc1ccccc1	-1.6	-1.1	-1	7	-1.5	0.6	-1.5	-2	-5.3	0.8	-6
COC(=O)c1cnn(-c2ccc(F)cc2F)c1/C=N/NC(N)=S	-4.9	-2.1	0	7	-1.8	-0.1	-0.9	-3	-1.1	-2.2	-8
CC(=O)Nc1ccc(S(=O)(=O)N2CCOCC2)cc1	-0.2	-1.4	2	2	0.5	0.1	0.1	-5	-1.9	0.3	0
Cc1ccc(S(=O)(=O)N(CC(=O)NCCSCc2ccco2)c2cc(C)ccc2C)cc1	0.5	-1.4	-3	-21	-1.0	-0.1	-1.2	-5	-1.5	-1.2	-5
CC(=O)OC1CC(C)(C)N(OC(=O)CCCN2C(=O)c3ccccc3C2=O)C(C)(C)C1	0.5	-1.0	-5	2	-1.5	0.2	-0.9	4	-1.1	0.1	5
Cn1ncc2c(N3CCOCC3)ncnc21	1.0	-0.7	5	4	-3.0	-0.1	0.3	3	3.1	-1.5	-2
Cc1cc(C)cc(NC(=O)CS(=O)(=O)c2ccccc2)c1	-1.2	-1.2	-2	-11	-2.7	0.0	-0.4	-7	-0.2	0.0	-2
CCN(CC)S(=O)(=O)c1cc(NS(=O)(=O)c2cccs2)ccc1C	-1.4	-1.3	2	-2	0.0	-0.2	-0.6	1	0.8	0.4	-4
CC(=O)Nc1ccc(NC(=O)C(C)OC(=O)c2ccccc2C(=O)c2ccc(Cl)c([N+](=O)[O-])c2)cc1 (stereo unspecified)	0.4	-1.7	4	8	0.2	-0.3	-0.1	6	-4.0	1.3	4
C=CCn1c(O)c(N=NC(=O)c2ccc3c(c2)OCO3)c2ccccc21	2.2	-1.1	-1	1	1.3	0.0	0.1	-8	-1.7	0.8	2
CCCCNC(=O)C1CCCN1C(=O)Nc1cccc(C)c1 (stereo unspecified)	0.7	-0.8	2	3	2.0	-0.3	0.8	-2	.	.	-3
O=C(C1=C(O)C(=O)N(CCOCCO)C1c1cccs1)c1cccs1 (stereo unspecified)	-1.1	-1.3	3	-1	0.3	0.1	0.4	0	2.8	-0.2	-2
O=C(Cn1nnc2ccccc21)NNC(=S)NC1CCCCC1	4.0	-1.7	-3	1	-1.0	0.3	1.2	3	-1.4	1.2	0

As entered above:
`CC(=O)c1c(C)nc2sc3c(=N)n(N)cnc3c2c1-c1ccc(Cl)cc1` in sPLA2-III inh shows 30*
`CCN(CC)S(=O)(=O)c1cc(NS(=O)(=O)c2cccs2)ccc1C` in GAA850 FXN act shows 0.8

Additional records:
SMILES	hgDAF-12 ag	ssDAF12 agonist	GC-A act	sPLA2-III inh	hcDAF-12 act	proKLK7 act	DAX1 inh-1	NPR2 activator	GAA850 FXN act	DAX1 inh-2	SMARCA2 activ
CC(C)N(Cc1ccccc1)S(=O)(=O)c1ccc(Cl)nc1	0.3	-0.9	-2	5	-1.4	0.2	-1.3	1	-2.9	-1.0	-2
CN(C)c1ccc(-c2ccc([C@H]3[C@@H]4C=CCC[C@@]4(C)C(=O)N3Cc3ccccc3)c(F)c2)cc1	-1.7	-1.3	2	-1	-2.3	-16	-0.8	6	0.9	-1.3	-2
CC1(C(=O)NS(=O)(=O)c2cccc(F)c2)CCN1C(=O)Cc1cc(F)ccc1F (stereo unspecified)	1.4	-0.6	1	3	-1.8	0.0	2.0	2	1.2	.	-1
COc1ccc(Nc2nc(-c3cccc([N+](=O)[O-])c3)nc3ccccc23)cc1	-1.7	-1.1	-32	-1	-1.4	-0.3	-1.1	-22	1.8	-1.6	-2
O=C(CN(Cc1ccco1)C(=O)CNS(=O)(=O)c1ccc(Cl)cc1)NCc1ccco1	-2.5	-1.1	-1	-5	-1.5	0.0	0.1	-3	-0.7	0.2	-2
C/C(=N/NC(=O)c1cccs1)c1cccc(NC(=O)C2CC2)c1	13*	0.3	1	3	4.8	0.1	4.2*	0	5.4	1.3	2
O=C(c1ccc(Cl)c(NC2=NC3CS(=O)(=O)CC3S2)c1)N1CCN(c2ccccc2)CC1 (stereo unspecified)	5.2	-1.0	2	2	-0.5	0.2	-1.5	3	1.4	-0.3	-1
CCCCN1CC(O)=C(c2nc3ccccc3[nH]2)C1=N	5.4	-0.7	26	9	1.9	-0.1	1.1	-5	5.9	0.2	2
O=C(CN1CCCCCC1)NCCc1ccc(F)cc1	-1.6	-1.7	-6	-1	-1.2	-0.3	0.2	5	6.0	-0.3	-3
COc1ccccc1NC(=O)Cn1nnc(C(=O)Nc2ccccc2)c1N	2.0	-0.8	2	-2	-0.2	-0.8	0.3	4	-3.3	1.5	-3
CCN(CC)C(=O)CSc1nnc2nnc3cc(Cl)ccc3n12	-4.1	-1.8	2	-6	-1.7	3.0	-0.3	2	0.3	-0.4	-2
CCOC(=O)C(C)N1c2cccc3cccc(c23)S1(=O)=O (stereo unspecified)	5.1	-1.8	-4	-4	0.0	7.1	-0.1	2	-2.9	2.6	-8
COc1cc(S(=O)(=O)n2c(C)nc3ccccc32)ccc1F	4.1	-1.1	0	20*	-0.9	-0.2	-0.6	1	-0.4	1.5	-2
COc1ccc(-c2nc3c(Cl)cc(C(F)(F)F)cn3c2Cc2ccccc2C(F)(F)F)cc1OC	3.8	0.0	-5	-1	-0.7	-0.1	1.0	2	.	.	-2
C[C@H]1CN([C@@H](C)CO)C(=O)CCCn2nncc2CO[C@H]1CN(C)C(=O)C1CC1	-1.3	-0.9	1	6	1.2	0.3	0.1	-4	-0.3	1.8	-5
O=C(c1cncc(Br)c1)N1CCN(S(=O)(=O)c2ccc3ccccc3c2)CC1	1.6	-1.9	-21	-7	-0.6	0.3	-1.6	-12	1.9	-0.2	-1
COc1ccc(S(=O)(=O)NC(=O)C2(C)CCN2C(=O)c2ccccc2CCc2ccccc2)cc1 (stereo unspecified)	0.4	-0.4	4	-26	1.7	0.2	-0.3	4	0.1	.	0
CCn1cc(/C=C(\NC(=O)c2ccccc2OC)C(=O)NCCN2CCOCC2)c2ccccc21	1.3	-0.8	-1	5	0.7	-0.2	-1.0	-1	1.1	0.4	-2
COC(=O)Cc1ccc(NC(=S)N2CCCCC2C)cc1 (stereo unspecified)	6.3	-1.1	1	-3	-1.0	-0.6	-1.3	-8	-0.3	1.9	2

Compound activity as filed in PubChem.
